Screens from PubChem.
GLP-1R inv ag = qHTS of GLP-1 Receptor Inverse Agonists (Inhibition Mode). HEK293 GLP-1R CRE-luciferase, luminescence, 24 h; GLP-1R form is constitutively active. Potency, µM (doses to about 38.3 µM), for inactives: at the top dose activity change, negative = inhibition, usual class: inhibitors. 410,000 tested, 1.6% active; also: potency is read from the fitted curve at half-maximal effect; % is scaled to controls: 0 for no effect and ±100 for the full control effect; nearly all actives have a fitted effect of over 55% in size
Target sequence (P43220 whole entry, looked up): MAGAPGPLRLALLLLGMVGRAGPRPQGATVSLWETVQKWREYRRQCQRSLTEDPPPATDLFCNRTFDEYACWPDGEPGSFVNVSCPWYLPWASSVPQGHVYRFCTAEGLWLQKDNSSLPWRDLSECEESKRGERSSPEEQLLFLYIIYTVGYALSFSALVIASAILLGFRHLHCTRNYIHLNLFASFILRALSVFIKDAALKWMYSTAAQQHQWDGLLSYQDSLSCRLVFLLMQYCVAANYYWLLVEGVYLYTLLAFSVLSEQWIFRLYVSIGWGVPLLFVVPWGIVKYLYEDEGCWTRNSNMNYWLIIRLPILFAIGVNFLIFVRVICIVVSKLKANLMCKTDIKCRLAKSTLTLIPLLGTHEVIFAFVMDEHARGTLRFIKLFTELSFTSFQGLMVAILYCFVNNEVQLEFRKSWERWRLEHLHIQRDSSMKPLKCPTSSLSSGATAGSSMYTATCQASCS
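HEK293 cells stably co-expressing a cAMP-responsive luciferase reporter and constitutively active GLP-1R were seeded, incubated 12 h, then exposed to compounds for 24 h at 37 C. Luminescence was read 12 min after detection reagent; inverse agonists lower signal.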
aSyn rescue = qHTS of alpha-syn Inhibitors; Yeast expressing alpha-synuclein, growth rescue, BacTiter-Glo, 24 h; Potency, µM (top dose mostly 46.1 µM), for the others: top-dose growth rescue (activation), usual class: activators; 370,000 tested, 0.14% active; AID 652106, 2013; also: potency is read from the fitted curve at half-maximal effect; % of control where 0% means no effect; nearly all actives have a fitted effect of over 65% in size
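Rescue of yeast growth: cells expressing toxic alpha-synuclein, induced in galactose at OD600 0.02, incubated with compound 24 h at 30 C. ATP luminescence quantified growth; inhibitors of toxicity appear as activators.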
HEK293 tox = qHTS of GLP-1 Receptor Inverse Agonists: Cytotox Screen. AID 624418, 2012. 410,000 tested, 0.13% active. HEK293 cAMP-luciferase reporter cells, luminescence, 24 h. Potency, µM (doses to about 38.3 µM), without a hit: at the highest dose activity change, negative = inhibition, most hits filed as inhibitors;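 also: loss of luciferase light is scored as toxicity; potency is read from the fitted curve at half-maximal effect; % is scaled to controls: 0 for no effect and ±100 for the full control effect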
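Step one: seed cells (200 cells/uL, DMEM with 10% Nu serum, 1% pen-strep). Step two: 12-hour incubation at 37 deg C. Step three: pin 23 nL compound, incubate 24 hr. Step four: add luciferase reagent, read luminescence 12 min later.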
MmCpn inh = Inhibitors of TCP-1 ring complex (TRiC) of Methanococcus maripaludis (MmCpn): qHTS | Chaperonin Mm-Cpn (Methanococcus maripaludis) | purified Mm-Cpn ATPase, ADP Transcreener TR-FRET | Potency, µM (series often up to 76.9 µM), without a hit: at the highest dose activity, negative = inhibition, actives largely listed as inhibitors | 330,000 tested, 0.031% active; also: potency is read from the fitted curve at half-maximal effect; % is scaled to controls: 0 for no effect and ±100 for the full control effect; nearly all actives have a fitted effect of over 80% in size
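TR-FRET (320 nm excitation; 590 and 665 nm emission) reports ADP made from 10 uM ATP by 25 nM enzyme; compounds were preincubated 10 min, reaction run 30 min, both at 37°C.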
PTHR1 agonist = qHTS for PTHR1 Agonists: Primary Screen; HEK293 GP2 PTHR1 cells, GloSensor cAMP luminescence, 1 h; Potency, µM (titrated, usually from 115 µM), inactives show top-dose activation, actives largely listed as activators; 410,000 tested, 0.075% active; also: potency is read from the fitted curve at half-maximal effect; nearly all actives have a fitted effect of over 55% in size; some results filed as inactive show a strong effect at the top dose; inactives centre near -15; many of its hits are not listed in these tables
Target sequence (Q03431 whole entry, looked up): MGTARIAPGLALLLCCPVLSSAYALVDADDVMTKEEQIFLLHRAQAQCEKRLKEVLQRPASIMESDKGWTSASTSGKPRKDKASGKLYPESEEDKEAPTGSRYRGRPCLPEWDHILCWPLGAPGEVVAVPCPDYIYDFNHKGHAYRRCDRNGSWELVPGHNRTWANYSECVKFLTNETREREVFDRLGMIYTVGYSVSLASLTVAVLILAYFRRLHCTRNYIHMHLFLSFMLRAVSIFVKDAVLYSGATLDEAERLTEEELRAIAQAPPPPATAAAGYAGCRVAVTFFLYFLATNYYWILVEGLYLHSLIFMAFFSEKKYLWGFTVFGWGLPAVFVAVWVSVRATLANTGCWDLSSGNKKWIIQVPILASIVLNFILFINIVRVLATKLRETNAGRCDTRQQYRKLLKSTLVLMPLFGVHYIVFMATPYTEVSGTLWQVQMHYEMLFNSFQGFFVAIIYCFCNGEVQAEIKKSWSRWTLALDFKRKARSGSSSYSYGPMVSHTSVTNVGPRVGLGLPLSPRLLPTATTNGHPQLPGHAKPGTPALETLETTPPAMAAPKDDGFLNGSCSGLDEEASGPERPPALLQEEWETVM
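HEK-293-derived GP2 cells expressing PTHR1 and a GloSensor cAMP reporter, 3,000/well, plated overnight, given luciferin plus IBMX (each 0.5 mM as added) for 1 h at 37 °C, then compound for 1 h at 37 °C. Luminescence was read after 15 min at room temperature.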
Abeta yeast res = qHTS for compounds that reverse cellular toxicity of Amyloid beta (A-beta) peptide in yeast: Primary Screen; yeast expressing A-beta42, growth rescue, OD600, 48 h; response scale: 0% DMSO, 100% iron-clioquinol control; Potency, µM (highest dose often 46.1 µM), for inactives: at the highest dose growth rescue, actives largely listed as activators; 410,000 tested, 0.063% active; AID 1347071, 2019; also: potency is read from the fitted curve at half-maximal effect; nearly all actives have a fitted effect of over 55% in size
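Yeast growth medium received pinned compounds, then yeast cells expressing toxic A-beta were added; plates incubated at 30 C for 48 hr. Growth read as absorbance at 600 nm, normalized to DMSO and equimolar FeCl3 plus clioquinol controls.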
TDP-43 yeast inh = qHTS of TDP-43 Inhibitors; TDP-43 expressing yeast growth rescue, BacTiter-Glo, 24 h; 410,000 tested, 1.8% active; Potency, µM (series often up to 46.1 µM), for the others: top-dose growth rescue (activation), most hits filed as activators; also: potency is read from the fitted curve at half-maximal effect; % of control where 0% means no effect; nearly all actives have a fitted effect of over 50% in size
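Yeast cells expressing TDP-43 under galactose induction are exposed to compounds for 24 hr at 30 deg C. BacTiter-Glo luminescence measures growth, so protective compounds score as activators.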
Akt phos inh = HTS Assay for Inhibitors of Akt Phophorylation: Primary Screen. 360,000 tested, 0.32% active. activity change, % for hits at 50 µM. Neuro2A IGF-stimulated pAkt S473 HTRF, 20 min; active compounds read low; in the data active = activity change below about -80%; inconclusive = mostly about -51% to -80%; also: % is scaled to controls: 0 for no effect and ±100 for the full control effect
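Neuro2A cells in DMEM with 0.5% FBS, overnight at 37 deg C, given compound at single 50 µM final, then IGF (6 nM final) for 20 min at 37 deg C. Lysed; phospho-Akt Ser473 by HTRF after 24 h, 665/615 ratio.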
FUS suppressor = qHTS for Suppressors of FUS Proteinopathy: Primary screen using FUS-linked yeast assay | S. cerevisiae FUS-expressing, growth rescue, OD600, 24 h | AID 1347120, 2019 | Potency, µM (top dose mostly 76.6 µM), for the others: at the highest dose growth rescue (activation), actives largely listed as activators | 390,000 tested, 0.24% active;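 also: potency is read from the fitted curve at half-maximal effect; plate controls were DMSO vehicle for no effect and reference control for full effect; nearly all actives have a fitted effect of over 55% in size; some results filed as inactive show a strong effect at the top dose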
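Steps: raffinose overnight preculture; dilution to OD 0.005 in 2% galactose minimal medium; compound addition (concentration series); 24hr at 30C, 99% humidity; absorbance read at 600 nm.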
* marks the source's active call; other numbers are inactive results; i = inactive; ? = inconclusive; / = no result given; [ ] = remark or other dose. Unless noted, calls follow the shape of the dose curve; as a rule, active = well fitted curve in the direction sought with a large enough effect; inconclusive = small, poorly fitted or top-dose-only effect, or another doubt; inactive = no such curve, though single readings can be large; an effect the other way counts as inactive or inconclusive. Some of the compounds tested, so the mix of outcomes need not match the whole.

nr	SMILES	GLP-1R inv ag	aSyn rescue	HEK293 tox	MmCpn inh	PTHR1 agonist	Abeta yeast res	TDP-43 yeast inh	Akt phos inh	FUS suppressor
1	CN(c1ccccc1)S(=O)(=O)c1ccc(C(=O)NCc2ccccc2CN2CCCC2)cc1	?	-6%	?	1%	i	-10%	-14%	i	11%
2	COc1ccc2nc(-c3ccc(CN4CCC(n5c(=O)[nH]c6ccccc65)CC4)cc3)c(-c3ccccc3)nc2c1	?	-17%	-10%	/	-4%	9%	11%	i	28%
3	CCc1nc2ccccc2c(=O)n1-c1ccccc1OC	9%	-5%	-6%	-8%	-10%	-18%	-1%	i	-12%
4	NC(Cc1ccc(F)cc1)c1csc(Nc2ncccn2)n1 (stereo unspecified)	?	-7%	-30%	/	i	18%	19%	i	0%
5	Cc1cc(OCC(=O)NC(Cc2ccc(Cl)cc2)C(=O)O)c2c3c(c(=O)oc2c1)CCC3 (stereo unspecified)	-16%	0%	-3%	-6%	-9%	1%	23%	i	19%
6	O=C1C2CCCC1C(N1CCCC1)CC2 (stereo unspecified)	2%	-6%	11%	4%	-39%[inhibitor]	0%	-25%	i	15%
7	O=C(COc1ccc(Cl)cc1)N(c1ccccc1Cl)C1CN2CCC1CC2 (stereo unspecified)	2.5µM*	-1%	?	2%	-27%	15%	-14%	i	-20%
8	O=C(NCc1cccnc1)/C(=C\c1ccc(-c2ccc(Br)cc2)o1)S(=O)(=O)c1ccccc1	1.8µM*	10%	?	-4%	-55%[inhibitor]	23%	3%	i	25%
9	O=C(Cc1ccccc1)N1CCN(Cc2ccc(F)cc2)CC1	-6%	4%	0%	-1%	i	-4%	14%	i	-12%
10	c1ccc(-c2ccncc2)cc1	-15%	-6%	3%	0%	-2%	-3%	7%	i	-37%
11	CCC(=O)N1N=C(c2c(O)n(CCc3ccccc3)c(=O)[nH]c2=O)CC1c1ccc(OC)c(OC)c1 (stereo unspecified)	?	-11%	-13%	1%	i	-31%[inhibitor]	3%	i	?
12	c1cc2c(cc1[C@H]1OCC3C1CO[C@@H]3c1ccc3c(c1)OCO3)OCO2 (stereo partly specified)	?	6%	-8%	1%	-67%[inhibitor]	-4%	11µM*	i	?
13	c1ccc(C2CC3CC4(CCCC4)N2O3)cc1 (stereo unspecified)	-8%	-2%	1%	-1%	-1%[57.5 µM]	8%	-6%	i	22%
14	Cc1ccc(S(=O)(=O)N2Cc3cnnn3-c3ccccc3C2C#N)cc1 (stereo unspecified)	9%	12%	-9%	/	i	2%	20%	i	-34%
15	CCC(C(=O)N1C[C@H]2C[C@@H](C1)c1cccc(=O)n1C2)c1ccccc1 (stereo partly specified)	10%	-3%	3%	1%	-14%	-11%	4%	i	-14%
16	COc1ccccc1Cn1c(SCC#N)nc2cc(C(=O)N3CCC4(CC3)OCCO4)ccc2c1=O	89%[activator]	2%	-10%	5%	-24%	18%	9%	i	2%
17	CCCNC(=O)N1[C@H]2CC[C@@H]1C(C(=O)OC)=C(c1ccc(Cl)c(C(F)(F)F)c1)C2	?	5%	17%	0%	-94%[inhibitor]	?	17%	i	14%
18	CC(NC(=O)Nc1cccc([N+](=O)[O-])c1)(C(F)(F)F)C(F)(F)F	?	-22%	?	2%	-16%	-2%	4%	i	2%
19	O=C1C[C@@H](c2ccc(O)cc2)Oc2cc(O)cc(O)c21	15%	8%	1%	-1%	-47%[inhibitor]	4%	0%	i	-25%
20	CSc1nc(/C=C2\C=Nc3ccccc32)c(O)n1C	12%	-13%	?	-6%	-15%	-6%	-24%	i	/
21	CC(C)(C)c1ccc(O)c(N=Cc2c(O)ccc3ccccc23)c1	?	1%	?	-6%	-19%	12%	/	i	32%
22	CN1CCC(OC(=O)C2c3ccccc3Oc3ccccc32)CC1	?	11%	-27%	1%	i	-4%	3%	i	17%
23	COc1ccc(-c2nn(CCC#N)cc2C(=O)NCc2ccccc2)cc1	0%	4%	-4%	0%	-23%	14%	-2%	i	7%
24	CC(=O)c1cccc(NC(=O)c2cccn(Cc3cccc(C)c3)c2=O)c1	-16%	/	0%	/	-25%	-21%	0%	/	27%
25	CCCOc1ccc(C(=O)Nc2ccc(-c3cc4ccccc4oc3=O)c(C)c2)cc1	?	/	-13%	/	-56%[inhibitor]	2%	16%	/	12%
26	CN1CCN(C(=O)Cc2nc3ccccc3[nH]2)CC1	5%	-11%	-11%	-2%	i	6%	27%	i	/
27	CC1CCC/C=C/C2CC(O)CC2C(O)/C=C/C(=O)O1 (stereo unspecified)	-78%	7%	-52%	1%	i	-38%[inhibitor]	17%	i	6%
28	ON1C2CCCCC2N(O)C1c1ccccc1 (stereo unspecified)	-9%	-16%	14%	-2%	-10%[57.5 µM]	-4%	-11%	i	-17%
29	C[C@H]1CC[C@@]2(C)[C@@H](CC[C@@H]3[C@@H]2CC[C@]2(C)[C@@H](O)CC[C@@H]32)C1	25%	?	10%	2%	i	-4%	24%	i	2%
30	CN(C)CC/C=C1\c2ccccc2Sc2ccc(Cl)cc21	?	4%	?	3%	-13%	-13%	20%	i	-24%
31	Cc1cccc(CS(=O)(=O)Cc2ccc(C(=O)N3CCC4(CC3)OCCO4)o2)c1	-17%	-1%	12%	-1%	-8%[57.5 µM]	-5%	-21%	i	30%
32	C=C(COC(C)=O)CC1CC(O)[C@]2(C)OC3CC4OC5C[C@]6(C)O[C@]7(C)CCC8OC9C[C@]%10(C)OC%11C(C)=CC(=O)OC%11CC%10OC9C[C@@H](C)C8OC7CC6O[C@]5(C)C/C=C\C4OC3CC2O1 (stereo partly specified)	-13%	-3%	-1%	0%	i	7%	11%	i	22%

Single records, as listed above.
`CC1CCC/C=C/C2CC(O)CC2C(O)/C=C/C(=O)O1` (stereo unspecified) in the list: GLP-1R inv ag: -78%; aSyn rescue: 7%; HEK293 tox: -52%; MmCpn inh: 1%; PTHR1 agonist: i; Abeta yeast res: -38%[inhibitor]; TDP-43 yeast inh: 17%; Akt phos inh: i; FUS suppressor: 6%
`CCCOc1ccc(C(=O)Nc2ccc(-c3cc4ccccc4oc3=O)c(C)c2)cc1` in the list: GLP-1R inv ag: ?; aSyn rescue: /; HEK293 tox: -13%; MmCpn inh: /; PTHR1 agonist: -56%[inhibitor]; Abeta yeast res: 2%; TDP-43 yeast inh: 16%; Akt phos inh: /; FUS suppressor: 12%

Going on with the list.
nr	SMILES	GLP-1R inv ag	aSyn rescue	HEK293 tox	MmCpn inh	PTHR1 agonist	Abeta yeast res	TDP-43 yeast inh	Akt phos inh	FUS suppressor
33	Cc1cc(OC(F)F)ccc1NC(=O)Nc1ccc([N+](=O)[O-])cc1	?	-8%	?	4%	-24%	24%	0%	i	/
34	Cc1cccc(C)c1-n1nnnc1C(c1cc2ccccc2o1)N1CCC(n2c(=O)[nH]c3ccccc32)CC1 (stereo unspecified)	?	5%	-22%	/	-21%	0%	6%	i	21%
35	COc1cccc(C2CC3C(=O)C=CC2N3Cc2ccccc2)c1 (stereo unspecified)	?	19%	-22%	-1%	-96%[inhibitor]	-1%	-13%	i	26%
36	CCOP(=O)(OCC)C(O)c1cccc([N+](=O)[O-])c1 (stereo unspecified)	-10%	2%	-4%	-3%	i	5%	3%	i	-23%
37	O=C(C(=O)N1CC=C(c2ccccc2)CC1)c1c[nH]c2ccccc12	?	?	-2%	-1%	-3%	9%	16µM*	i	7%
38	Cc1c(C)c2ccc(OCC(=O)N3CCC(C(=O)O)(c4ccccc4)CC3)c(C)c2oc1=O	8%	1%	-1%	0%	-32%	-1%	15%	i	30%
39	Cc1ccc(C(C)C)c(OCC(=O)N2CCN(CCc3ccncc3)CC2)c1	?	/	-4%	/	i	1%	12%	/	0%
40	Cc1ccc(C(=O)N/N=C/c2ccc(-c3cccc(Cl)c3)o2)cn1	7.9µM*	11%	?	0%	-29%	5%	?	i	-2%
41	O=[N+]([O-])c1cccc(CN2CCN(Cc3ccc(Br)cc3)CC2)c1	?	4%	5%	1%	-91%[inhibitor]	9%	-12%	i	8%
42	COc1ccc2[nH]c3c(c2c1)CCN1C(=O)C(CC(=O)NCc2cccc(C(F)(F)F)c2)C[C@H](C(=O)N2CCCCC2)[C@@]31C (stereo partly specified)	?	1%	-13%	-2%	-23%	4%	10%	i	?
43	c1ccc(Nc2cccc3ccccc23)cc1	?	-2%	-31%	-1%	i	7%	27%	i	-6%
44	COc1ccc(CN2CCN(c3ccccc3)CC2)c(C)c1C	0%	-7%	-3%	-1%	-56%[inhibitor]	19%	1%	i	5%
45	C=CC1CN2CCC1CC2c1[nH]c2ccccc2c1CCO (stereo unspecified)	-28%	-7%	-21%	?	i	8%	8%	i	/
46	COc1cccc(/C=N/NC(N)=S)c1OCc1ccccc1Cl	11µM*	2%	?	3%	0%	9%	16%	i	-8%
47	CCc1ccc(N2C(=O)NC(=O)/C(=C\c3cc(C)n(-c4cc(C(=O)O)cc(C(=O)O)c4)c3C)C2=O)cc1	-10%	0%	167%[activator]	-4%	-8%	10%	-1%	i	38%
48	C[C@]12CCC3C(CC[C@H]4C[C@@H](O)CC[C@]34C)C1CC[C@@H]2O (stereo partly specified)	10%	3%	-4%	3%	i	-10%	-4%	i	-17%
